# Source: PubChem
# Dicer processing – human Dicer pre-microRNA cleavage inhibition; Q9UPY3; cat-ELCCA pre-miR-21 Dicer processing, chemiluminescence; active compounds read high; z-score at 25 µM; hit rate 6% among 47,000; AID 1347074; in the data active = z-score above about 3, passing the limit was not always enough;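 note: plate controls were vehicle for no effect and no enzyme for full effect; higher signal means more uncleaved substrate so more Dicer inhibition; strong numbers were not always called active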
# Target sequence (Q9UPY3 whole entry, looked up): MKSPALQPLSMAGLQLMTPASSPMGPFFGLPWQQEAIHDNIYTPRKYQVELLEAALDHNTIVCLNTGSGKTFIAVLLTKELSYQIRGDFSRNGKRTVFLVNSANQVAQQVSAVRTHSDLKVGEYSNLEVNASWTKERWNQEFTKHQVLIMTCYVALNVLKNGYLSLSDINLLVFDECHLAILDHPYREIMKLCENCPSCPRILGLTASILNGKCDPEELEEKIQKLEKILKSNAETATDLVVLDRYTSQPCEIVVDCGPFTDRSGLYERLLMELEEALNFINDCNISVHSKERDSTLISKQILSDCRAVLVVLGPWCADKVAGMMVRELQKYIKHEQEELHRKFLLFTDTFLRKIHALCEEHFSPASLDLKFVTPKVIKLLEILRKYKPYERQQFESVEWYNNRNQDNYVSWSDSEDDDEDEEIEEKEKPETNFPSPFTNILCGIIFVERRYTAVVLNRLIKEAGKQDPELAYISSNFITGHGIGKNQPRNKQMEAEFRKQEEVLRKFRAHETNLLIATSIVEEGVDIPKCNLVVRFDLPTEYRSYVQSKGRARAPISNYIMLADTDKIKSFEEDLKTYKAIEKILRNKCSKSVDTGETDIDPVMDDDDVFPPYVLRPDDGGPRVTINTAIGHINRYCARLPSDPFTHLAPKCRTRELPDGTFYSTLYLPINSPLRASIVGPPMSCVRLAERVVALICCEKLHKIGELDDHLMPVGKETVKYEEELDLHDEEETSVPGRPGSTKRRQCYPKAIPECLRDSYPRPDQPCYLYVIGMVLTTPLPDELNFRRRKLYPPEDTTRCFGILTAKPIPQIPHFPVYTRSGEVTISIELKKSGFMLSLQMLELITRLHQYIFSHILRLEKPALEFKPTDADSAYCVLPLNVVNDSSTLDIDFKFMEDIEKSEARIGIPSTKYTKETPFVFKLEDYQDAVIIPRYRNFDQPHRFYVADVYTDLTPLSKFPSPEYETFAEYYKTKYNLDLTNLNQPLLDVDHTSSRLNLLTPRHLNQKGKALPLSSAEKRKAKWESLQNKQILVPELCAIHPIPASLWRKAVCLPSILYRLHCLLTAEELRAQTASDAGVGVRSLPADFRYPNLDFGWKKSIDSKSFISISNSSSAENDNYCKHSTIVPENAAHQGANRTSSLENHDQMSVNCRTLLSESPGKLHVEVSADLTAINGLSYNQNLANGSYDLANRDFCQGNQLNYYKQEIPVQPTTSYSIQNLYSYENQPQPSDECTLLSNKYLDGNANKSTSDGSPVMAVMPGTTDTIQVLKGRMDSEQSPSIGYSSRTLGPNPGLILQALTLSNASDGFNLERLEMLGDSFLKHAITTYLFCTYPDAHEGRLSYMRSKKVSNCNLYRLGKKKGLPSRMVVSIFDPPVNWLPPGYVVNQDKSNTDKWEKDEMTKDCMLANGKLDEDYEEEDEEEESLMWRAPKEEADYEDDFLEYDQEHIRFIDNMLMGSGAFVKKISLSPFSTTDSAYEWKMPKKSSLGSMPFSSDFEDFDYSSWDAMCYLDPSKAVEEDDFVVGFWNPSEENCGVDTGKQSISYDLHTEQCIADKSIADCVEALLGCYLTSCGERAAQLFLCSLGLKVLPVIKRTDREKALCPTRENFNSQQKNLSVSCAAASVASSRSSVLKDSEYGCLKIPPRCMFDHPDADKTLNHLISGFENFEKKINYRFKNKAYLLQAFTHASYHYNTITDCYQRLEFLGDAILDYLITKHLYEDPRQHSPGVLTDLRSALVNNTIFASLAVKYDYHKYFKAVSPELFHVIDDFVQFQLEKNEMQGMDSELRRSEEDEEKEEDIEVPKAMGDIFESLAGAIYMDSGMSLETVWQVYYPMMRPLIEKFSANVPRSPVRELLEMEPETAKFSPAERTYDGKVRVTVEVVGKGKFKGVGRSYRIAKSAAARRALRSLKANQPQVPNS
# * hit, by the source's call; & = joins results of further samples.
SMILES,Dicer processing
Clc1ccc2c(c1)C(N1CCNCC1)=Nc1ccccc1O2,0.54
NC1(C(=O)O)CCc2cc(C(=O)O)ccc21 (stereo not drawn),-2.32
CCOC(=O)N/N=C/c1ccccc1Cl,-1.05
O=C1c2oc3ccccc3c(=O)c2C(c2cccc(Br)c2)N1c1ccccn1 (stereo not drawn),0.01
C/C(=N\N=C(/C)c1ccc(C)cc1)c1ccc(C)cc1,-1.09
CC1(C)Cc2nc(N)c(C(=O)O)cc2CO1,-0.37
O=C(CSc1nc(-c2ccc(Cl)cc2)[nH]c(=O)n1)Nc1ccc(Cl)cc1,15.4
CCOC(=O)C1=C(C)NC2=C(C(=O)CC(c3cccs3)C2)C1c1cc(Br)ccc1F (stereo not drawn),-0.6
O=S(=O)(Cc1noc(-c2ccc(F)cc2Cl)n1)c1ccsc1,-1.15
COc1ccccc1C1CCN(C(=O)c2cccnc2Sc2ccc(C)cc2)CC1,2.33
COc1cc(Cl)c(NC(=O)c2c(C)noc2C)c(OC)c1,-0.88
COC(=O)c1sccc1N/C=C(\C#N)S(C)(=O)=O,-1.59

# Four compounds from above, ordered by molecular weight, smallest number first:
SMILES,Dicer processing
CCOC(=O)N/N=C/c1ccccc1Cl,-1.05
C/C(=N\N=C(/C)c1ccc(C)cc1)c1ccc(C)cc1,-1.09
Clc1ccc2c(c1)C(N1CCNCC1)=Nc1ccccc1O2,0.54
O=C(CSc1nc(-c2ccc(Cl)cc2)[nH]c(=O)n1)Nc1ccc(Cl)cc1,15.4

# (further entries)
SMILES,Dicer processing
O=C1Nc2ccccc2/C1=C/c1c(Sc2ccc(Cl)cc2)nc2sccn12,5.71*
c1ccc(-c2cn3nc(-c4cccs4)sc3n2)cc1,-0.1
Cc1cc(C)c2[nH]c(C(=O)Nc3ccc4c(c3)OCO4)cc2c1,-1.48
Cc1ccc2c(c1)-c1cc(C)nn1C(c1ccccc1O)N2 (stereo not drawn),-0.25
O=[N+]([O-])c1cc(Br)cnc1Sc1nnc(SCC2CC2)s1,-0.84
CCOC(=O)C1=C(C)Nc2nc3ccccc3n2C1c1ccc(O)c(OCC)c1 (stereo not drawn),0.82
COC(=O)c1cc(N2CCNCC2)nc2ccccc12,-2.37
c1ccc2c(c1)ncn2CN1CCCCC1,1.38
CC1=C(C)CC2C(=O)N(c3ccc(N4CCCCC4)cc3)C(=O)C2C1 (stereo not drawn),1.59
CCSc1nnc2c(n1)OC(c1cc(OC(C)=O)ccc1Cl)N(C(C)=O)c1ccccc1-2 (stereo not drawn),0.46
CCOC(=O)Nc1ccc(C(F)(F)F)cc1Cl,-0.8
CSc1sc(C#N)c2c1S(=O)(=O)N(C)c1ccccc1-2,-0.38

# Compounds from the list above that contain a COOH group (2):
SMILES,Dicer processing
NC1(C(=O)O)CCc2cc(C(=O)O)ccc21 (stereo not drawn),-2.32
CC1(C)Cc2nc(N)c(C(=O)O)cc2CO1,-0.37

# Additional entries:
SMILES,Dicer processing
CCOC(=O)C(C)NC(=O)C1CCC(c2ccc(Cl)cc2)CC1 (stereo not drawn),2.07
COC(=O)C1=C(C)Nc2ncnn2C1c1ccc(O)cc1 (stereo not drawn),2.13
COc1cccc(C2c3c(oc4cc(C)c(C)cc4c3=O)C(=O)N2c2ccccn2)c1 (stereo not drawn),0.62
CC1=CC(C)(C)N(S(=O)(=O)c2ccc(F)cc2)c2ccc(C)cc21,-0.75
CN1c2ccccc2C(=O)/C(=C\Nc2ncccn2)S1(=O)=O,-0.61
Cc1cccc2[nH]c(-c3ccc(N)cc3)nc12,6.82*
CCCCc1nc(Cl)c(CO)n1Cc1ccc(-c2ccccc2-c2nn[nH]n2)cc1,-0.34
COc1cc(OC)cc(OCC(O)Cn2cnc3cc(C)c(C)cc32)c1 (stereo not drawn),-0.08
CCN(CC)C(=O)Sc1c(Br)cc(Br)cc1Br,-1.48
Cc1cnc(C(=O)O)c[n+]1[O-],-0.61
COc1ccc(NC(=O)c2c(NC(=O)c3ccco3)sc3c2CCC3)cc1,3.26*
Cc1ccc2[nH]c(=O)c(-c3noc(C(C)(C)C)n3)cc2c1,-0.17
CC(C)(C)C(=O)Nc1ncccc1C(=O)O,2.82
COC(=O)[C@@H](N)Cc1ccc(O)c(O)c1,0.22
c1ccc(CSc2nnc3nc4c5ccccc5c5ccccc5c4nn23)cc1,-0.86
CCOC(=O)C1=C(c2ccccc2)N=C2SCC(=O)N2C1c1cccc(OC)c1OC (stereo not drawn),0.38
O=C(NNc1nc(-c2cccs2)ns1)c1ccc(Cl)cc1,1.43
Cc1c(C)c(C)c(C(=O)c2ccccc2C(=O)NN)c(C)c1C,-0.31
COc1ccc(/C(O)=C2\C(=O)C(=O)N(CCCN(C)C)C2c2ccc(N(C)C)cc2)cc1 (stereo not drawn),1.13
Cc1nc2ccc(Br)cc2c(=O)n1-c1ccccc1N1CCOCC1,-0.1
COc1cccc2c1C(=O)c1c(O)c3c(c(O)c1C2=O)C[C@@](O)(C(=O)CO)C[C@@H]3O[C@@H]1C[C@H](N)[C@@H](O)[C@H](C)O1,0.77
COc1cc(-c2nc3sc4c(c3c(=O)[nH]2)CCCC4)ccc1OC(=O)c1cccs1,-0.22
Oc1ccc(Cl)cc1C(c1c[nH]c2ccccc12)c1c[nH]c2ccccc12,4.31*
O=C(Nc1ccc(OC(F)(F)F)cc1)OC(Cc1ccccc1)C(F)(F)F (stereo not drawn),-1.28

# Fetched one by one from the list above:
SMILES,Dicer processing
CC(C)(C)C(=O)Nc1ncccc1C(=O)O,2.82
Cc1c(C)c(C)c(C(=O)c2ccccc2C(=O)NN)c(C)c1C,-0.31
COC(=O)[C@@H](N)Cc1ccc(O)c(O)c1,0.22

# The list continues:
SMILES,Dicer processing
CN(C)/C=C(\C(=O)c1ccc(Cl)cc1)c1nnnn1-c1ccc(Cl)cc1,1.82
Cc1noc(C)c1NC(=O)NCC1CCN(S(=O)(=O)c2ccccc2)CC1,0.89
C[C@]12CC[C@@H]3c4ccc(O)cc4CC[C@H]3[C@@H]1C[C@@H](O)[C@@H]2O,-0.2
COc1ccc(OC)c(CN2CCN(C3CCCCC3)CC2)c1,3.13*
Cc1cc(=O)n2[nH]c(SCc3ccc(Cl)cc3)nc2n1,2.34
COc1c(C(C)=O)c(O)c(OC)c2occc12,-0.69
CC[n+]1c(/C=C/c2ccc3c(c2)OCO3)sc2ccc(OC)cc21,0.34
COc1ccc(/C(O)=C2\C(=O)C(=O)N(Cc3cccnc3)C2c2ccccc2F)cc1 (stereo not drawn),2.03
CCCSc1ccc2nc(NC(C)=O)[nH]c2c1,-2.75
CCOC(=O)C1=C(C)NC2=C(C(=O)CC(C)(C)C2)C1c1ccc(C)cc1 (stereo not drawn),1.11
O=C(NC(c1ccccc1)c1ccc2cccnc2c1O)c1ccccc1 (stereo not drawn),5.95*
CCCNC(=O)Nc1n[nH]c(Nc2ccc(Cl)cc2)n1,2.39
COc1nc(C)ccc1-c1noc(-c2ccc(F)cc2)n1,0.46
O=C(Nc1ccc(F)cc1F)N1CCCN(c2nc(-c3ccccc3)ns2)CC1,0.98
CCCCCOC(=O)C1C2C=CC3(CN(c4ccccc4C)C(=O)C13)O2 (stereo not drawn),-0.5
O=C1Nc2ccccc2C1(O)C(F)(F)F (stereo not drawn),-0.46
CC(=O)n1c2ccc(F)cc2c2nc3ccccc3nc21,-0.29
Cc1ccc(-n2nc(C)c3c2OC(N)=C(C#N)C3c2cccs2)cc1 (stereo not drawn),-5.27
Cc1cc2c(NC(=O)CSCC(=O)O)cccc2nn1,-1.35
FC(F)(F)c1cc(NC(=S)N2CCCCC2CCN2CCOCC2)cc(C(F)(F)F)c1 (stereo not drawn),-1.71
c1ccc2c(N3CCOCC3)nnc(N3CCOCC3)c2c1,-0.32
CC1=C(OC(=O)c2cccs2)C(=O)CC1,-0.08
C=CCOC(=O)C1=C(C)NC2=C(C(=O)CCC2)C1c1ccccc1OCCC (stereo not drawn),-0.83
Nc1nonc1-c1nc2ccccc2n1Cc1ccccc1Cl,0.88
Nc1c(-c2n[nH]c(=S)n2Cc2ccccc2)oc2nc(-c3ccc(Cl)cc3)cc(-c3ccccc3)c12,-0.52
CCSCCOC(=O)C1=C(C)NC2=C(C(=O)CC(c3ccccc3)C2)C1c1ccc(F)cc1 (stereo not drawn),-0.88
COc1cccc(OCC(O)CN2CCN(CCN3C(=O)c4cccc5cccc(c45)C3=O)CC2)c1 (stereo not drawn),0.87
CC(C)(C)c1cc2ncnc(N3CCCCC3)c2s1,-0.32
N/C(=N\OC(=O)c1ccc(OCC(F)(F)F)nc1)c1ccc(Cl)cc1,-1.03
Cc1nnc2n1NC(c1ccc(Cl)cc1)C(C(=O)N1CCCCC1)S2 (stereo not drawn),-1.61
O=[N+]([O-])c1ccc(C2CNC(c3cccc([N+](=O)[O-])c3)O2)cc1 (stereo not drawn),0.75
COC(=O)c1c(NC(=O)C2COc3ccccc3O2)sc2c1CCCC2 (stereo not drawn),0.53
c1ccc(C2CC3CC(c4ccccc4)N2O3)cc1 (stereo not drawn),2.61
Cc1nc(-c2ccc(S(=O)(=O)N3CCCN(c4ccc(C(F)(F)F)cn4)CC3)s2)cs1,2.6
CCOC(=O)c1c(-c2ccccc2)c(-c2ccccc2)n[nH]c1=O,1.72
O=C1c2cc(S(=O)(=O)NCCO)ccc2-c2ccc(S(=O)(=O)NCCO)cc21,0.67
COC(=O)C1=C(C)NC2=C(C(=O)CC(c3ccc(OC)cc3)C2)C1c1ccc(OC)cc1 (stereo not drawn),-1.47
Cc1nc2c(Br)cc(Br)cc2c(=O)n1Cc1cccs1,-0.47
Cc1nn(C)c(Sc2ccc(C(F)(F)F)cn2)c1[N+](=O)[O-],-0.39
Cn1c([N+](=O)[O-])cnc1/C=C(\C#N)C(=O)Nc1ccccc1,-0.46
O=C(Nc1ccc(Cl)cc1)Nc1ncc(C(F)(F)F)cc1Cl,0.65
O=c1ccc2c(-c3ccccc3)c3ccc(O)cc3oc-2c1,3.14*
Cc1noc(C)c1NC(=O)N1CCN(Cc2ccccc2)CC1,0.2
COc1ccc2c(c1)nc(NCCO)n2C,1.91
CCCCn1c(CSCc2ccc(Cl)cc2)cn(-c2nnc(C(C)(C)C)s2)c1=O,-0.73
O=C(O)c1ccccc1S(=O)c1ccccc1CCO (stereo not drawn),-0.81
Cc1nc(-c2ccccc2)sc1C(=O)Nc1ccc2ccccc2n1,-0.5
Cc1ccc2c(=O)c(C(=O)c3ccccc3)coc2c1,5.49*
CC(C)(C)NC(=O)NC(=O)c1ccc(Oc2ccc(C(F)(F)F)cc2[N+](=O)[O-])cc1,3.76*
CSC(=S)N(C)NC(=O)Nc1cccc(Cl)c1,0.87
CCCCCCCNC1CC(=O)N(c2ccc(Br)cc2)C1=O (stereo not drawn),0.02
FC(F)(F)c1cc(N/N=C2/CCSc3sccc32)cc(C(F)(F)F)c1,1.72
CC(=O)N1CCc2ccc(NC(=O)c3c(-c4c(Cl)cccc4Cl)noc3C)cc21,0.41
CSc1ccc2c(c1)C(N1CCN(C)CC1)Cc1ccccc1S2 (stereo not drawn),0.03&0.08
C=CCOc1ccc(C2c3c(oc4ccccc4c3=O)C(=O)N2c2nc(C)c(C)s2)cc1 (stereo not drawn),0.63
CCOC(=O)c1cc(-c2ccc(Cl)cc2)[nH]c(=O)c1C#N,0.19
COc1ccc(OC)c(SCC(=O)O)c1,-1.82
O=S(=O)(NCCCn1ccnc1)c1cccs1,-0.58
COC(=O)c1sccc1NNS(=O)(=O)c1ccc(C)cc1,0.67
CCc1ccc(C(=O)CC2(O)C(=O)Nc3c(C)cccc32)cc1 (stereo not drawn),0.33

# Reprinted from the part before: 4 compounds, then new ones.
SMILES,Dicer processing
COc1ccc(OC)c(SCC(=O)O)c1,-1.82
O=S(=O)(NCCCn1ccnc1)c1cccs1,-0.58
COC(=O)c1sccc1NNS(=O)(=O)c1ccc(C)cc1,0.67
CCc1ccc(C(=O)CC2(O)C(=O)Nc3c(C)cccc32)cc1 (stereo not drawn),0.33
O=C1c2oc3ccccc3c(=O)c2C(c2ccc(O)cc2)N1Cc1ccccc1 (stereo not drawn),0.61
O=C(O)CCC(C(=O)O)N1C(=O)c2ccccc2C1=O (stereo not drawn),3.19*
O=C(c1c(F)cccc1F)N1CCN(c2ncc(Br)cn2)CC1,-0.85
O=C(CC1NCCNC1=O)Nc1cc(Cl)ccc1Cl (stereo not drawn),-0.05
O=C1/C(=C/c2ccco2)COC/C1=C\c1ccco1,1.39
O=C(CSc1nnc2c(n1)[nH]c1ccccc12)Nc1ccccc1,-0.2
O=C(Nc1ccc2c(c1)OCCCO2)Nc1cc2ccccc2s1,-0.16
Cc1ccc(NC(=S)NNC(=S)NC2CC3CCC2C3)c(C)c1 (stereo not drawn),1.55
CCC(=O)Nc1ccc(-c2nnc(C(F)(F)F)o2)cc1C,-1.72
CCOC(=O)CC(=O)NC(=O)OCC,-1.32
O=C(CCc1ccccc1)NN1CC(=O)N(c2cc(Cl)cc(Cl)c2)CC1=O,-0.43
CSc1nc2cc(C)nn2c(-c2ccc(C(C)(C)C)cc2)c1C#N,2.61
CC1(C)CC(=O)C2=C(C1)Nc1ncnn1C2c1ccc(Cl)cc1 (stereo not drawn),3.17*
O=C(Cn1nc2sc3ccccc3n2c(=O)c1=O)c1ccc(Cl)cc1,7.1
O=C(Nc1ccc(Cl)cn1)c1ccc(COc2ccccc2Br)o1,0.99
COc1ccc(OCC(O)CNC(=O)Nc2ccc(OCc3ccccc3)cc2)cc1 (stereo not drawn),-0.86
COc1ccc(C(=O)N2CCSC2=S)cc1OC,3.52*
Cc1ccc(Cn2nc(C)c(NC(=O)c3cc4n(n3)C(C(F)(F)F)CC(c3ccco3)N4)c2C)cc1 (stereo not drawn),0.4
CCOC(=O)c1cc(C(C)(C)C)[nH]c(=S)c1C#N,0.39
CC(=O)Nc1c(C)c(C)c(C)c(C)c1NC(C)=O,-0.96
Nc1ccc2nc(SCc3ccc(F)cc3)sc2c1,-1.87
CC(C)(C)[C@]1(O)CCN2C[C@H]3c4ccccc4CCc4cccc(c43)[C@@H]2C1,0.37&-1.11

# Not all compounds are listed. The share of hits here may be higher or lower than overall.
